VP16 counter: Gal4-VP16 reporter inhibition counter-screen. Drosophila S2 Gal4-VP16 UAS-luciferase, luminescence, 20 h. AID 2546. Potency, µM (highest dose often 53.6 µM), without a hit: at the top dose activity, negative = inhibition, usual class: inhibitors. hit rate 3.5% among 310,000;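 further: Gal4-VP16 expression switched on by copper sulfate through the metallothionein promoter; on the % scale 0 is the no-effect control and ±100 the full control effect; nearly all actives have a fitted effect of over 50% in size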
RORg inh: blocks mouse ROR gamma transcriptional activity. P51450. Drosophila S2 Gal4-RORgamma UAS-luciferase reporter, 20 h. Potency, µM (top dose mostly 53.6 µM), for the others: at the top dose activity change, negative = inhibition, most hits filed as inhibitors. hit rate 5.4% among 310,000. AID 2551; further: on the % scale 0 is the no-effect control and ±100 the full control effect; nearly all actives have a fitted effect of over 60% in size
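Read-out: Photinus luciferase luminescence; inhibitors lower reporter signal. Insect Schneider cells with Gal4-ROR gamma fusion under metallothionein promoter, UAS reporter; 700 uM final copper sulfate induction, 20 hr, ambient temperature.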
MLL CXXC-DNA inh: inhibitors of human MLL CXXC domain-DNA interaction; Q03164; MLL-CXXC / FITC-HOXA9 DNA fluorescence polarization; Potency, µM (titrated, usually from 115 µM), inactives show top-dose activity change, negative = inhibition, actives largely listed as inhibitors; hit rate 0.037% among 290,000; AID 2662; active means well fitted inhibition curve with a large enough effect in the polarisation, with a control signal flat, not every such curve was filed as active; inconclusive means small, poorly fitted or top-dose-only effect, or effect the other way, or a change in a side signal; inactive means no such curve, though single readings can be large or run the other way; the % refers to the polarisation
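Purified MLL-CXXC (added from a 7 uM solution) was preincubated 5 min at ambient with pinned compounds in 50 mM Tris-HCl pH 7.5, 50 mM NaCl, 1 mM DTT, 0.05% BSA. Fluorescein-labeled HOX-A9 DNA (50 nM solution) followed, 30 min, then polarization read.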
FLuc modulator: firefly luciferase modulation, counter-screen for miR-21 project; purified FLuc, Km substrates, luminescence inhibition; hit rate 6.9% among 360,000; P08659; Potency, µM (doses to about 57.5 µM), for inactives: at the highest dose activity change, negative = inhibition, usual class: inhibitors; AID 588342;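 further: plate controls were vehicle for no effect and reference inhibitor for full effect; nearly all actives have a fitted effect of over 55% in size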
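Biochemical qHTS of compounds, final roughly 60 µM downward over six points, against 10 nM purified firefly luciferase using Km concentrations of substrates (10 uM D-luciferin, 10 uM ATP) in Tris acetate pH 7.5 buffer; luminescence output.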
p53 reactivator: restores transcriptional activity of mutant p53; H1299 p53-A138V BP100-luciferase reporter, luminescence, 24 h; Potency, µM (top dose mostly 92.2 µM), without a hit: at the top dose activity change, positive = activation, hits mostly activators; hit rate 0.063% among 320,000; AID 504706; further: % of control where 0% means no effect; nearly all actives have a fitted effect of over 45% in size
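p53-null H1299 cells stably carrying temperature-sensitive p53-A138V and a BP100-luciferase reporter were pinned with compounds (4-point, 1:5 series) and held 24 hrs at 37 deg C. Luminescence was read 10 min after detection reagent.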
BRCA1 expr up: increases BRCA1 expression; AID 624202; hit rate 1.1% among 380,000; MCF7-BRCA1-FFLuc reporter, luminescence, 48 h; response scale: scaled: vehicle 0%, 10 µM genistein 100%; Potency, µM (doses to about 46.1 µM), for the others: top-dose activation, actives largely listed as activators; further: nearly all actives have a fitted effect of over 80% in size; some results filed as inactive show a strong effect at the top dose
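MCF7-BRCA1-FFLuc, 2000 cells/well; 2 h attach, 37 °C/5% CO2; compound 48 h; luciferase substrate 15 min; luminescence end-point. Norm. to genistein 10 microM max activation and DMSO; concentration-response curves fitted.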
Rab9 promoter act: activators of Rab9 promoter; Huh7 Rab9 promoter-luciferase reporter, luminescence, 24 h; Potency, µM (highest dose often 9.22 µM), for the others: at the highest dose activation, negative = inhibition, actives largely listed as activators; hit rate 2.8% among 320,000; AID 485297; further: % of control where 0% means no effect; nearly all actives have a fitted effect of over 60% in size
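Huh7 cells stably carrying Rab9 promoter–luciferase reporter, plated 1500 cells/well, compound added after 2 h and incubated 24 h at 37 °C; luciferase luminescence then read after 10 min with detection reagent.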
MBNL1 CUG block: MBNL1-poly(CUG) RNA binding inhibition. Q9NR56. TR-FRET MBNL1-His/biotin-(CUG)12 binding, 665/545 ratio. Potency, µM (highest dose often 57.5 µM), for the others: at the highest dose activity change, negative = inhibition, most hits filed as inhibitors. hit rate 0.036% among 280,000; active means well fitted inhibition curve with a large enough effect in the signal ratio, with a control signal flat, not every such curve was filed as active; inconclusive means small, poorly fitted or top-dose-only effect, or effect the other way, or a change in a side signal; inactive means no such curve, though single readings can be large or run the other way; the % refers to the signal ratio; further: on the % scale 0 is the no-effect control and ±100 the full control effect
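His-tagged MBNL1 binding to biotinylated (CUG)12 RNA was measured by TR-FRET using terbium anti-His antibody (0.055 ng/ul final) and streptavidin-XL665 (5 nM final). Compounds were titrated 92 nM to 58 uM; 60 min at room temperature.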
ELG1 genotoxic: induces genotoxicity in HEK293T cells with luciferase-tagged ELG1; HEK293T ELG1-luciferase reporter, luminescence, 16 h; Potency, µM (titrated, usually from 46 µM), without a hit: at the highest dose activity change, positive = activation, hits mostly activators; hit rate 1.3% among 330,000; AID 504466; further: % of control where 0% means no effect; nearly all actives have a fitted effect of over 60% in size
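ELG1-luciferase HEK293T cells, 2,000/well; compound pinned in; 16 hr, 37 °C, 5% CO2; ONE-Glo, 30 min RT; luminescence on CCD imager.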
uPA surface inh: inhibitors of cell surface uPA generation | cell surface uPA generation assay, qHTS | Potency, µM (highest dose often 38.3 µM), inactives show at the top dose activity change, negative = inhibition, most hits filed as inhibitors | hit rate 0.31% among 330,000; active means well fitted inhibition curve with a large enough effect; inconclusive means small, poorly fitted or top-dose-only effect; inactive means no such curve, though single readings can be large or run the other way; tested in mouse RAW 264.7 cells; further: on the % scale 0 is the no-effect control and ±100 the full control effect; nearly all actives have a fitted effect of over 55% in size
NPC1 prom act: NPC1 promoter activation. Huh7 NPC1 promoter luciferase reporter, 24 h. Potency, µM (doses to about 9.22 µM), without a hit: top-dose activation, hits mostly activators. hit rate 2.4% among 320,000. AID 485313;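 further: % of control where 0% means no effect; nearly all actives have a fitted effect of over 60% in size; reporter is driven by a mutant NPC1 promoter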
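In 1536-well qHTS, Huh7 cells harboring an NPC1 promoter–luciferase construct received compound for 24 h; activation was quantified by luminescence following luciferase reagent addition.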
The depositor's hits bear a star; ? = inconclusive; / = no result given; [ ] = dose if it differs, or a comment. Unless noted, the call rests on the fitted dose curve; in most records, active means well fitted curve in the direction sought with a large enough effect; inconclusive means small, poorly fitted or top-dose-only effect, or another doubt; inactive means no such curve, though single readings can be large; an effect the other way counts as inactive or inconclusive. Potency means the concentration at half of the fitted maximal effect. An excerpt. The share of hits here may be higher or lower than overall.

Compound	FLuc modulator	RORg inh	BRCA1 expr up	MLL CXXC-DNA inh	Rab9 promoter act	ELG1 genotoxic	uPA surface inh	p53 reactivator	NPC1 prom act	MBNL1 CUG block	VP16 counter
O=C(CN1C(=O)c2ccccc2S1(=O)=O)NCc1ccc2c(c1)OCO2	-9%	-5%	6%	-1%	-3%	-1%	9%	11%	1%	-6%	-10%
CCCN(CC(=O)NC(=O)NC1CCCCC1)CC(=O)Nc1cc(Cl)ccc1Cl	0%	/	-45%	/	2%	-1%	1%	-1%	-1%	/	/
O=C1CSC(c2ccccc2Cl)N1 (stereo not given)	-2%	5%	-2%	-2%	0%	2%	3%	-3%	-3%	-3%	-3%
O=S(=O)(/N=C(/NNS(=O)(=O)c1ccccc1)c1ccccc1)c1ccccc1	-5%	-8%	0%	-1%	-11%	-2%	9%	0%	1%	15%	6%
COc1ccccc1NC(=O)CN1CCN(C(=O)C2CCCO2)CC1 (stereo not given)	-2%	/	8%	-16%	3%	4%	-5%	/	2%	-4%	/
Cc1cc(OCC(=O)N(Cc2ccccc2)C2CCS(=O)(=O)C2)ccc1Cl (stereo not given)	1%	22%	-14%	6%	-2%	1%	-8%	-5%	0%	-1%	2%
CCCCN(C)CCCNC(=O)c1ccc(N2CCCC2=O)cc1	2%	-1%	9%	0%	0%	1%	-2%	-5%	-6%	-5%	4%
CC(=O)N1CCN(C(=O)COC(=O)c2oc3ccccc3c2C)CC1	-1%	/	7%	/	-1%	4%	-4%	-5%	1%	/	/
Cc1cccc(CC2S/C(=N/c3ccccn3)NC2=O)c1 (stereo not given)	2%	1.3µM*	-15%	17%	1%	-1%	-1%	12%	-6%	13%	?
Cc1ccc(NC(=O)C2COc3ccccc3O2)cc1S(=O)(=O)N1CCCCC1 (stereo not given)	-12%	/	-15%	/	-9%	-10%	?	?	5%	/	/
CC(=O)c1cccc(OCC(O)CNCC2CCCCC2)c1 (stereo not given)	1%	-3%	-11%	3%	0%	-5%	2%	-3%	-2%	-3%	1%
CC1CCCCC1NC(=O)/C(C#N)=C/C=C/c1ccccc1[N+](=O)[O-] (stereo not given)	-1%	8.9µM*	-95%	0%	-9%	-24%	-14%	29%	-13%	/	0%
CC(C)OC(=O)c1ccc(COC(=O)c2cccc(-c3nnc(-c4ccccc4)o3)c2)cc1	?	5%	74%	6%	2.5µM*	?	-2%	?	2.2µM*	-1%	-26%
Cc1ccc(S(=O)(=O)N2CCN(C(=O)CSc3ccc(Cl)cc3)CC2)cc1	2%	21%	-24%	-9%	-2%	-9%	1%	6%	1%	1%	-13%
Cc1ccc(N(CC(=O)NCc2ccc(F)cc2)S(=O)(=O)c2cccs2)cc1	1%	-9%	-5%	-1%	1%	0%	-8%	7%	1%	-1%	1%
CCOC(=O)c1sc2ncn(/N=C/c3ccc(O)c(OC)c3)c(=O)c2c1C	-11%	3%	-17%	56%[activator]	-5%	-1%	2%	-2%	-8%	0%	-7%
CN(CCC(=O)Nc1cc(S(=O)(=O)N(C)C)ccc1Cl)CC(=O)Nc1ccc(F)cc1	-2%	11%	-30%	-5%	-1%	-4%	8%	-6%	-2%	-2%	-7%
Cc1ccc(S(=O)(=O)N2CCOCC2)cc1C(=O)OCC(=O)NC1CCCC(C)C1C (stereo not given)	4%	/	-18%	/	-17%	-5%	?	-14%	-5%	/	/
Cc1cc(C)c(NC(=O)COC(=O)C2=COCCO2)c(Cl)c1	-25%	/	3%	/	-3%	1%	-8%	0%	0%	/	/
COc1ccc(CCNS(=O)(=O)CCNC(=O)c2ccc(OC)cc2)cc1	1%	/	-9%	/	-8%	2%	7%	-2%	-3%	/	/

Four structures from above, arranged by heavy-atom count, rising:
Compound	FLuc modulator	RORg inh	BRCA1 expr up	MLL CXXC-DNA inh	Rab9 promoter act	ELG1 genotoxic	uPA surface inh	p53 reactivator	NPC1 prom act	MBNL1 CUG block	VP16 counter
CC1CCCCC1NC(=O)/C(C#N)=C/C=C/c1ccccc1[N+](=O)[O-] (stereo not given)	-1%	8.9µM*	-95%	0%	-9%	-24%	-14%	29%	-13%	/	0%
COc1ccc(CCNS(=O)(=O)CCNC(=O)c2ccc(OC)cc2)cc1	1%	/	-9%	/	-8%	2%	7%	-2%	-3%	/	/
Cc1ccc(N(CC(=O)NCc2ccc(F)cc2)S(=O)(=O)c2cccs2)cc1	1%	-9%	-5%	-1%	1%	0%	-8%	7%	1%	-1%	1%
CC(C)OC(=O)c1ccc(COC(=O)c2cccc(-c3nnc(-c4ccccc4)o3)c2)cc1	?	5%	74%	6%	2.5µM*	?	-2%	?	2.2µM*	-1%	-26%

Further results.
Compound	FLuc modulator	RORg inh	BRCA1 expr up	MLL CXXC-DNA inh	Rab9 promoter act	ELG1 genotoxic	uPA surface inh	p53 reactivator	NPC1 prom act	MBNL1 CUG block	VP16 counter
CC(C)(C)n1nc2c(c1NC(=O)Cc1ccc([N+](=O)[O-])cc1)CS(=O)(=O)C2	4%	-31%	-23%	1%	4%	-2%	-7%	-10%	-2%	29%	2%
O=C(CCn1c(=O)[nH]c2ccsc2c1=O)N1CC(=O)N(CCc2ccccc2)C(=O)C1	5%	18%	-1%	1%	-2%	2%	/	5%	0%	-8%	-3%
CC(C)OC(=O)CSc1nnc(COc2ccc([N+](=O)[O-])cc2)n1C	-1%	16%	-8%	15%	-1%	-1%	-1%	-4%	-6%	?	0%
N#C/C(=C\c1ccccc1OCc1ccc(C(=O)O)cc1)C(=O)Nc1ccc(O)cc1	?	-21%	0%	?	-1%	-3%	-1%	5%	-3%	2%	18%
O=C(CCSc1ccccc1)NNC(=O)c1ccccc1F	1%	/	-11%	/	1%	2%	2%	13%	2%	/	/
CNS(=O)(=O)c1cccc(C(=O)OCC(=O)N2c3ccccc3NC(=O)C2(C)C)c1	9%	/	-2%	/	-4%	-3%	4%	-1%	-1%	/	/
Cc1ccc(-c2nnn(Cc3nc(N)nc(N4CCOCC4)n3)n2)cc1	6%	12%	6%[1.84 µM]	1%	-3%	-3%	2%	-5%	-1%	4%	0%
Cc1ccc2c(Cn3ccnc3)cc(=O)oc2c1C	-10%	-10%	43%	-3%	-1%	0%	2%	7%	7%	-5%	5%
CCOC(=O)CN1CC23C=CC(O2)C(C(=O)Nc2ccc(F)c(C)c2)C3C1=O (stereo not given)	0%	-16%	2%	-3%	-1%	-1%	2%	-2%	2%	7%	2%
COc1cccc(N2CCN(CC(=O)N3CCN(S(=O)(=O)c4ccc(Cl)cc4)CC3)CC2)c1	10%	/	-26%	/	-17%	-8%	-8%	-7%	-6%	/	/
COc1ccc(/C=C(\NC(=O)c2ccco2)C(=O)Nc2ccc(C(C)=O)cc2)cc1	-3%	2%	-8%	6%	-4%	-1%	2%	-5%	-5%	3%	18%
O=C(Nc1ccc(O)cc1)/C(=C/c1ccco1)NC(=O)c1ccccc1	1%	-2%	-1%	0%	-1%	-3%	-8%	-1%	-2%	?	0%
Cc1ccc(CN2C(=O)CCC2C(=O)NCC2CCCO2)cc1 (stereo not given)	-1%	-1%	-13%	-1%	0%	1%	-2%	3%	1%	-2%	8%
O=C1N(c2ccccc2)C(c2ccc(Cl)cc2)N2CCCN12 (stereo not given)	-1%	22%	41%	1%	1%	1%	1%	-7%	0%	-9%	-8%
O=C(CNC(=O)c1cccs1)OCc1ccc(Cl)cc1	?	23%	-1%	7%	-1%	1%	5%	1%	0%	-1%	-5%
Cc1ccc(CNC(=O)C(=O)NCC2CCCN2S(=O)(=O)c2cccs2)cc1 (stereo not given)	-3%	/	-25%	/	-3%	12%	-4%	-8%	2%	/	/
Cc1cc(C)n2nnnc2c1C#N	0%	-15%	2%	0%	-19%	-1%	3%	9%	-2%	9%	0%

Screens deposited in PubChem BioAssay by National Center for Advancing Translational Sciences (NCATS).
